G6PDH counter: L. mesenteroides G6PDH inhibition counter-screen. Purified L. mesenteroides G6PDH, diaphorase/resazurin coupled fluorescence, 45 min. inhibition, % at 5 µM. hit rate 0.12% among 200,000; in the data active = inhibition above about 50%
TLR4-MyD88 BLA: blocks binding of human TLR4 to MyD88; inhibition, % at 8.4 µM; hit rate 0.18% among 200,000; AID 861; HeLa CL3-4 TLR4/MyD88 BLA complementation, FRET ratio; O00206+Q99836; in the data active = inhibition above about 25%;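 note: 0% = vehicle and 100% = reference inhibitor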
Target sequence (O00206 whole entry, looked up): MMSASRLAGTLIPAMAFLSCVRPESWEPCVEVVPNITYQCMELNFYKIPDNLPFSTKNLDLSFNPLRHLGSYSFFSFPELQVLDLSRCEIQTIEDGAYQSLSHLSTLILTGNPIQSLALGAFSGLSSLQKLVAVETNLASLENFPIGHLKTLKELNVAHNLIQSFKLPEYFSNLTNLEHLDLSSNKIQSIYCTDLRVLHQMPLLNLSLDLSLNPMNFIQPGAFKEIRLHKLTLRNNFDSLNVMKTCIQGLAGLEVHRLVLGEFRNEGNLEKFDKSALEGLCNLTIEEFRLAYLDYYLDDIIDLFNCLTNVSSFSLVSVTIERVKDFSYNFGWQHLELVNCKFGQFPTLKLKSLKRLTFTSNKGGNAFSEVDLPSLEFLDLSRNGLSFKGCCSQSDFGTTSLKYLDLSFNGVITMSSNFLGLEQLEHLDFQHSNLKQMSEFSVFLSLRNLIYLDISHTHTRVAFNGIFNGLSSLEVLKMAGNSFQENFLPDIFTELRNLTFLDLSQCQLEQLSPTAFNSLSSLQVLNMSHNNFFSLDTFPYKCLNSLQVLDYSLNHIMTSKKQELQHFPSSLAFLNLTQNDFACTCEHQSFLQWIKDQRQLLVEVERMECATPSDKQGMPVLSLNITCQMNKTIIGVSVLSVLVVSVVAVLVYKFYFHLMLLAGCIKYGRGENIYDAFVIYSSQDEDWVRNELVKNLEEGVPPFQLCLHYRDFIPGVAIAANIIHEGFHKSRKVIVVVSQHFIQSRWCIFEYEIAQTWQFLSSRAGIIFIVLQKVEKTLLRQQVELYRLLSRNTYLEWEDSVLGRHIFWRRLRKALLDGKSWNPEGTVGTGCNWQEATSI
Target sequence (Q99836 whole entry, looked up): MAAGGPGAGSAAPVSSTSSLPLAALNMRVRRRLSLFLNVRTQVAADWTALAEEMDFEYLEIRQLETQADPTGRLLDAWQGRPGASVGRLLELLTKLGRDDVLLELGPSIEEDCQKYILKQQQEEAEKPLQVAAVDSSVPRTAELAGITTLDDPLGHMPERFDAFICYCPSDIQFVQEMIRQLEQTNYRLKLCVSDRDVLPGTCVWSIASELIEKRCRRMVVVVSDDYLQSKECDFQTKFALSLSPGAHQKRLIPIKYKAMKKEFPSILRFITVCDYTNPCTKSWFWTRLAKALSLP
APP 5'UTR act: APP 5'UTR luciferase reporter activation. SH-SY5Y APP 5'UTR luciferase reporter, luminescence; zero percent = DMSO vehicle wells. activation, % at 2 µM. hit rate 1% among 190,000;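 active = activation above a set limit, based on mean plus 3 SD of controls, cut at about 140% in these data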; note: values of inactives mirror those of a sister screen read the other way
FLuc act counter: firefly luciferase counter-screen for stimulation assays | P08659 | 200,000 tested, under 10 active | AID 1027 | activation factor at 10 µM | ATPlite luciferase biochemical, luminescence, 10 min; 0 = ATP-free wells, 1 = DMSO control;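 active = luciferase activation factor, scaled between plate controls, of at least 2 with compound at 10 µM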
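Material: Luciferase/luciferin reagent mix | Doses: Test compounds dosed from 2 mM stocks in 100% DMSO | Timing: 10 min incubation after luciferase reagent addition, room temperature | Measured by: Luminescence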
Diaph inh CS: inhibits diaphorase or chemically oxidizes, flagging diaphorase assay artifacts; diaphorase resazurin-to-resorufin fluorescence, NADH, 16 min; bacterial (C. kluyveri) enzyme, not human; inhibition, % at 20 µM; hit rate 0.69% among 190,000; AID 1217;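 active = primary screen inhibition at 20 µM above a set limit, cut at about 50% in these data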;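 note: plate controls were DMSO with full reaction for no effect and wells lacking NADH for full effect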
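material = Clostridium kluyveri diaphorase enzyme | amount = 0.14 U/mL diaphorase, enzyme working solution | schedule = incubation 16 min, room temperature | detection = fluorescence of resorufin formed from resazurin, Ex 544/Em 590 nm | benchmarks = positive control minus NADH, DMSO neutral control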
STAT1 act: activators of IFN-gamma induced STAT1 signaling; activation (% of control), % at 5.5 µM; NIH 3T3 STAT1-luciferase reporter, luminescence; 100% = IFN-gamma alone, no compound; hit rate 2.6% among 200,000;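 active = activation above the screen-wide mean activation plus 3 SD, cut at about 130% in these data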;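 note: raw ratio to IFN-gamma control signal so 100% means no change and 0% no light; values of inactives mirror those of a sister screen read the other way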
NF-kB expr up: compounds increasing NF-kB expression in human neuronal cells; fold change at 12.5 µM; hit rate 1.6% among 190,000; NF-kB reporter expression; hits give high values; in the data active = fold change above about 3.3
APP 5UTR inh: APP translation inhibition | SH-SY5Y APP 5'UTR-luciferase reporter, luminescence | inhibition, % at 2 µM | hit rate 0.82% among 190,000 | AID 1285;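 active = inhibition above a set limit, derived from the sample mean plus 3 SD, cut at about 45% in these data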; note: values of inactives mirror those of a sister screen read the other way
FLuc inhib CS: counter-screen for luciferase assay inhibitors: firefly luciferase inhibition | P08659 | ATPLite firefly luciferase biochemical luminescence, 10 min | inhibition, % at 10 µM | hit rate 1.5% among 200,000;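 active = inhibition above about 50% when tested at 10 µM, limit read from the data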
Diaph act CS: diaphorase activation or chemical reduction counter-screen. Diaphorase/resazurin coupled assay, resorufin fluorescence, 16 min; hits give high values; 1 = vehicle wells, 0 = NADH-free wells. AID 1229. hit rate 0.005% among 190,000. activation factor at 20 µM;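 active = diaphorase activity raised at least twofold by the compound at 20 µM; inactive = activation factor below 2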
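System – purified diaphorase enzyme from Clostridium kluyveri · Input – enzyme 0.07 U/mL final · Also added – final NADH 0.114 mM, resazurin 0.1 mM · Measured by – fluorescence of resorufin, 544 nm excitation, 590 nm emission · Timing – 16 min enzyme reaction, ambient temperature · Measure – resorufin increase flagging diaphorase activators or reducers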
* hit, by the source's call; . = no result given.

SMILES | G6PDH counter | TLR4-MyD88 BLA | APP 5'UTR act | FLuc act counter | Diaph inh CS | STAT1 act | NF-kB expr up | APP 5UTR inh | FLuc inhib CS | Diaph act CS
O=C(CCl)Nc1cc(S(=O)(=O)N2CCOCC2)ccc1N1CCOCC1 | 5 | 3 | -13 | 1.1 | 4 | 100 | 1.1 | 13 | -9 | 1
CCNC(=S)N1CCN(S(=O)(=O)c2ccc(C)cc2)CC1 | -4 | -9 | 8 | 1.1 | 16 | 95 | 1.1 | -8 | -6 | 0.8
CS(=O)(=O)N(CC(=O)N1CCN(c2ccccc2)CC1)c1cccc(Br)c1 | 9 | -7 | -4 | 1.1 | 4 | 106 | 1.3 | 4 | -8 | 1
CC(C)OC(=O)c1ccc(NC(=O)c2ccco2)cc1 | 5 | -2 | 68 | 0.8 | 11 | 123 | 2.5 | -68 | 16 | 0.9
CCOC(=O)Cn1c(=O)n(C2CCCC2)c(=O)c2ccccc21 | 0 | 2 | -10 | 1 | 12 | 93 | 1.1 | 10 | -2 | 0.9
Cc1sc2ncnc(NCCc3ccc(S(N)(=O)=O)cc3)c2c1C | 5 | -5 | -8 | 1.1 | 19 | 72 | 0.82 | 8 | -7 | 0.8
CC(=O)Nc1ccc(Sc2ncnc3scc(-c4ccccc4)c23)cc1 | -4 | 12 | 7 | 1 | 11 | 100 | 0.87 | -7 | -4 | 0.9
CN(Cc1cccc(Cl)c1Cl)C(=O)c1ccc(NC(=O)CC#N)cc1 | -5 | -9 | -6 | 1.1 | 4 | 100 | 1.3 | 6 | -10 | 1
CC(NC(=O)CC(O)(C(F)(F)F)C(F)(F)F)c1ccccc1 (stereo unspecified) | -5 | 2 | 10 | 1 | 7 | 95 | 1.1 | -10 | 3 | 0.9
COc1cc(/C=N/NC(=O)c2cc(-c3ccc4c(c3)OCO4)n[nH]2)ccc1O | -10 | 16 | -10 | 0.9 | -1 | 115 | 1.2 | 10 | 13 | 1
O=C(NC1CCN(C(=O)Nc2cccc(F)c2)CC1)C1CCCCC1 | -2 | 2 | 16 | 1.1 | 7 | 106 | 0.85 | -16 | -6 | 0.9
COc1ccccc1/C=C/C(=O)OCCN1CCOCC1 | -4 | 9 | -9 | 1 | 4 | 110 | 1.3 | 10 | 0 | 1

Molecules listed so far containing two or more sulfur atoms (three):
SMILES | G6PDH counter | TLR4-MyD88 BLA | APP 5'UTR act | FLuc act counter | Diaph inh CS | STAT1 act | NF-kB expr up | APP 5UTR inh | FLuc inhib CS | Diaph act CS
CCNC(=S)N1CCN(S(=O)(=O)c2ccc(C)cc2)CC1 | -4 | -9 | 8 | 1.1 | 16 | 95 | 1.1 | -8 | -6 | 0.8
Cc1sc2ncnc(NCCc3ccc(S(N)(=O)=O)cc3)c2c1C | 5 | -5 | -8 | 1.1 | 19 | 72 | 0.82 | 8 | -7 | 0.8
CC(=O)Nc1ccc(Sc2ncnc3scc(-c4ccccc4)c23)cc1 | -4 | 12 | 7 | 1 | 11 | 100 | 0.87 | -7 | -4 | 0.9

Next section:
SMILES | G6PDH counter | TLR4-MyD88 BLA | APP 5'UTR act | FLuc act counter | Diaph inh CS | STAT1 act | NF-kB expr up | APP 5UTR inh | FLuc inhib CS | Diaph act CS
CC1Cn2c(nnc2-c2cccs2)S1 (stereo unspecified) | . | 5 | -1 | . | . | 99 | . | 1 | . | .
COCCn1c(=O)[nH]c2cc(C(=O)NCCN3CCN(c4ccc(OC)cc4)CC3)ccc2c1=O | 8 | -6 | 9 | 1 | 13 | 102 | 0.76 | -9 | 0 | 0.9
CC1CCCCC1NC(=S)Nc1ccc(Cl)cc1Cl (stereo unspecified) | 8 | 2 | 12 | 1.1 | 8 | 103 | 1.1 | -12 | -5 | 0.9
O=C(CSc1ccsc1[N+](=O)[O-])NCc1ccco1 | 3 | 13 | -6 | 1 | 15 | 104 | 0.93 | 6 | -3 | 0.8
CCN1CCCC1CNC(=O)CCc1nnc(CCC2CCCCC2)o1 (stereo unspecified) | 0 | -7 | -15 | 1.1 | 3 | 100 | 1.1 | 14 | -5 | 1
CCOC(=O)c1csc(NC(=O)c2ccc(N3C(=O)CCC3=O)cc2)n1 | 2 | -5 | -7 | 1 | 11 | 106 | 1.5 | 7 | -2 | 0.9
COc1ccc(-c2nn(C)c(=O)c3ccccc23)cc1NC(=O)Cn1nc(-c2ccccc2)c2ccccc2c1=O | 13 | 3 | 0 | 1 | 17 | 82 | 0.82 | 0 | -5 | 0.8
CCOC(=O)c1cnc(-c2ccccc2)nc1Oc1ccc(OC)cc1 | 2 | -1 | -1 | 1.1 | 14 | 85 | 1 | 1 | -7 | 0.9
COC(=O)c1cc(NC(=O)/C=C/c2ccccc2)ccc1O | 15 | -6 | 56 | 0.9 | 3 | 133* | 2 | -56 | 12 | 1
Cc1cc(/C=C\c2ccccc2)nc2ccccc12 | 10 | -3 | 130 | 0.3 | 15 | 143* | 1.3 | -130 | 68* | 0.8
O=C(c1ccc(F)cc1)c1cn(Cc2ccc(F)cc2)c2cc3c(cc2c1=O)OCCO3 | 16 | -7 | -10 | 1.1 | 20 | 114 | 0.48 | 10 | -6 | 0.8
Cc1ccc(-c2noc(CCCOc3ccc(Cl)cc3Cl)n2)cc1 | 11 | -4 | -3 | 1.1 | 9 | 101 | 1.2 | 4 | -5 | 0.9
NC(=O)N1CCc2ccccc21 | 17 | 17 | -5 | 1.1 | 5 | 98 | 1.1 | 5 | -7 | 1
CC(=O)NC12CC3CC(C1)CC(C(=O)OCC(=O)c1ccc4c(c1)OCCO4)(C3)C2 | 2 | 2 | 156* | 0.4 | 16 | 161* | 3.1 | -156 | 58* | 0.8
CCOC(=O)c1sc(NC(=O)CSc2nnnn2-c2ccc(C)c(C)c2)nc1C | 3 | -14 | -6 | 1 | 12 | 99 | 0.96 | 6 | -4 | 0.9
Cc1csc(SCC(=O)Nc2nc3ccccc3s2)n1 | 0 | 2 | 20 | 1 | 12 | 116 | 1.8 | -20 | 4 | 0.9
O=C(Nc1nnc(C2=COCCO2)o1)c1ccc(S(=O)(=O)N2CCCCC2)cc1 | 9 | 12 | -11 | 1.1 | 10 | 99 | 1.4 | 11 | -6 | 0.9
Cc1ccnc(SCc2cc(=O)c(OC(=O)c3ccc(Br)o3)co2)n1 | -4 | -1 | -3 | 1.1 | 12 | 97 | 1.1 | 3 | -5 | 0.9
O=C1CN(C(=O)COC(=O)C2=COCCO2)c2ccccc2N1 | -4 | 3 | 4 | 1 | 13 | 92 | 1.1 | -4 | -4 | 0.9
CCC(CC)C(=O)c1c[nH]c(C(=O)NCCOC)c1 | 16 | -6 | 12 | 1.1 | 21 | 99 | 1.1 | -12 | -8 | 0.8
COC(=O)CN1C(=O)C(O)(CC(=O)c2ccc(C)o2)c2ccccc21 (stereo unspecified) | -4 | -9 | -14 | 1 | 5 | 102 | 0.87 | 14 | -4 | 1
CCC(CC)C(=O)Nc1nnc(SCC(=O)NC(C)(C)C)s1 | 3 | -17 | -5 | 1.1 | 8 | 98 | 1.2 | 5 | -5 | 0.9
N=C1S/C(=C\c2cn[nH]c2-c2ccc(F)cc2)C(=O)N1c1ccccc1F | -19 | 1 | 85 | 1 | 2 | 102 | 1.8 | -85 | 4 | 1
O=C(CN1C(=O)COc2ccccc21)N(Cc1cccnc1)Cc1ccccc1F | 6 | 11 | -18 | 1 | 19 | 100 | 0.51 | 18 | 0 | 0.8

Only Diaph act CS, for 2 of the compounds above:
Molecule | Diaph act CS
CCOC(=O)c1sc(NC(=O)CSc2nnnn2-c2ccc(C)c(C)c2)nc1C | 0.9
Cc1csc(SCC(=O)Nc2nc3ccccc3s2)n1 | 0.9

Other results.
SMILES | G6PDH counter | TLR4-MyD88 BLA | APP 5'UTR act | FLuc act counter | Diaph inh CS | STAT1 act | NF-kB expr up | APP 5UTR inh | FLuc inhib CS | Diaph act CS
O=C(c1sccc1-n1cccc1)N1CCCC1 | 4 | 5 | -3 | 1 | 6 | 106 | 0.96 | 3 | 1 | 0.9
O=C(N/N=C/c1sc(=O)n(-c2ccccc2)c1Cl)c1ccncc1 | -1 | 0 | 19 | 0.7 | -1 | 87 | 0.42 | -19 | 30 | 1
Cn1cccc1Cc1nnc(SCC(=O)NC2CCCC2)n1-c1ccc(F)cc1 | 12 | 5 | 2 | 1 | 10 | 106 | 1.1 | -2 | -3 | 0.9
CC(=O)NS(=O)(=O)c1ccc(NC(=S)NC(=O)Cc2ccccc2)cc1 | 6 | -11 | -13 | 1.1 | 21 | 99 | 1.2 | 13 | -7 | 0.8
O=C(Cc1ccc(F)cc1)N1CCN=C1SCc1ccc([N+](=O)[O-])cc1 | 1 | 3 | 0 | 1 | 10 | 99 | 0.75 | 0 | -1 | 0.9
CCN(CC)CCN1C(=O)C(=O)/C(=C(/O)c2ccc(OC)c(OC)c2)C1c1ccccn1 (stereo unspecified) | 12 | 4 | 16 | 1 | 4 | 109 | 1 | -16 | 0 | 1
Cc1ccnc(NC(=O)Cn2cc([N+](=O)[O-])cn2)c1 | 5 | -8 | 49 | 0.9 | -1 | 126 | 1.2 | -49 | 6 | 1
COc1ccc(C(=O)CSc2n[nH]c(C)n2)cc1[N+](=O)[O-] | 13 | 5 | -3 | 1 | -12 | 99 | 0.97 | 3 | -2 | 1.1
Cc1[nH]c2ccccc2c1C(O)c1ccncc1 (stereo unspecified) | 1 | -6 | -17 | 1 | 1 | 92 | 1.1 | 17 | -1 | 1
O=C(CN1CCCCC1)NCCNc1ccc(C(F)(F)F)cc1[N+](=O)[O-] | 4 | 2 | 8 | 1.1 | -3 | 97 | 0.99 | -8 | -5 | 1
CCCOP(=O)(c1ccc(N(C)C)cc1)C(O)c1ccncc1 (stereo unspecified) | 4 | 4 | 5 | 1.1 | 14 | 97 | 1 | -5 | -8 | 0.9
Cc1ccc(SCc2cn3c(C)csc3n2)cc1 | -2 | -6 | 199* | 0.4 | 1 | 126 | 5.7* | -199 | 64* | 1
CCN1/C(=C/C(=O)c2ccco2)Sc2ccccc21 | 13 | -9 | 0 | 0.7 | -14 | 111 | 1.2 | 0 | 29 | 1.1
O=C(CSc1nc2ccccc2c(=O)n1-c1ccc(SC(F)F)cc1)Nc1ccc(N2CCOCC2)cc1 | 10 | -10 | 8 | 1 | -26 | 96 | 1.3 | -8 | -2 | 1.3
CCOc1ccc(CC(=O)Nc2cccc(-c3ccc4nnc(C)n4n3)c2)cc1 | -1 | -8 | 1 | 1 | -4 | 86 | 0.96 | -1 | -1 | 1
CS(=O)(=O)C1=C(O)C(=O)N(CCCC(=O)O)C1c1ccccc1F (stereo unspecified) | 8 | -2 | -6 | 1 | 12 | 96 | 0.94 | 6 | 2 | 0.9
Clc1ccc(CN2C3=NCCN3c3ccccc32)cc1 | -2 | 6 | -10 | 1.1 | 18 | 95 | 0.81 | 10 | -7 | 0.8
Cc1ccc(C(=O)OC(C)CN2CCOCC2)cc1 (stereo unspecified) | 19 | -2 | -16 | 1 | -1 | 107 | 1.3 | 16 | 2 | 1
Cn1cnc2cc(NC(=O)c3cccs3)ccc21 | 16 | -15 | 63 | 0.5 | -14 | 128 | 2.5 | -63 | 46 | 1.1
CCN(C(=O)c1ccc2c(OC)n(CC)nc2c1)c1ccc(OC)cc1 | 1 | 8 | 1 | 1.1 | 14 | 96 | 1 | -1 | -6 | 0.9
